# Screens: PubChem BioAssay, several laboratories
# Rtt109 HAT inh: C. albicans Rtt109 histone acetyltransferase inhibition; Q5AAJ8; purified Rtt109/Vps75, ThioGlo CoA-SH fluorescence, 4 h; inhibition, % at 34.9 µM; actives 0.16% (n = 330,000);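 active = inhibition of at least 50% in every replicate; inconclusive = best replicate reaches 50% inhibition but some replicates fall short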
# SR-BI uptake up: SR-BI HDL lipid transfer activation; CHO ldlA[mSR-BI] cells, DiI-HDL uptake fluorescence, 3 h; 100 = double the neutral-control signal; activation, % at 12.5 µM; actives 0.096% (n = 320,000); AID 504775;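 active = mean replicate activation of at least 60% and every replicate at or above 60%; inconclusive = mean or all-replicate condition met, but not both; inactive = mean below 60% and not all replicates reaching 60%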;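 note: 0% = median plate neutral-control signal and 100% = twice that signal; values of inactives mirror those of a sister screen read the other way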
#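 System: CHO ldlA[mSR-BI] cells / Medium: HEPES-buffered (25 mM, pH 7.4) F12 plus 0.5% BSA / Probe or stimulus: labelled HDL, 10 µg/mL / Doses: single compound concentration, delivered by pin transfer / Schedule: 3 h, 37 °C / Measured by: DiI fluorescence, bottom read / Measure: cell-associated DiI fluorescence as measure of HDL uptake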
# Keap1-Nrf2 PPI: inhibitors of human Keap1-Nrf2 protein-protein interaction; AID 504523; Keap1 Kelch-Nrf2 peptide fluorescence polarization, 1536-well; Q14145; inhibition, % at 9.4 µM; actives 0.15% (n = 340,000); in the data active = inhibition above about 12%; inconclusive = no clear call, values can overlap the other calls; inactive = below about 7.3%;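 note: human Keap1 Kelch domain with fluorescein labeled Nrf2 9mer peptide probe; 0% = neutral control wells and 100% = peptide positive control; higher means more block of Keap1 binding to Nrf2 peptide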
# Target sequence (Q14145 whole entry, looked up, the tested form may be a part): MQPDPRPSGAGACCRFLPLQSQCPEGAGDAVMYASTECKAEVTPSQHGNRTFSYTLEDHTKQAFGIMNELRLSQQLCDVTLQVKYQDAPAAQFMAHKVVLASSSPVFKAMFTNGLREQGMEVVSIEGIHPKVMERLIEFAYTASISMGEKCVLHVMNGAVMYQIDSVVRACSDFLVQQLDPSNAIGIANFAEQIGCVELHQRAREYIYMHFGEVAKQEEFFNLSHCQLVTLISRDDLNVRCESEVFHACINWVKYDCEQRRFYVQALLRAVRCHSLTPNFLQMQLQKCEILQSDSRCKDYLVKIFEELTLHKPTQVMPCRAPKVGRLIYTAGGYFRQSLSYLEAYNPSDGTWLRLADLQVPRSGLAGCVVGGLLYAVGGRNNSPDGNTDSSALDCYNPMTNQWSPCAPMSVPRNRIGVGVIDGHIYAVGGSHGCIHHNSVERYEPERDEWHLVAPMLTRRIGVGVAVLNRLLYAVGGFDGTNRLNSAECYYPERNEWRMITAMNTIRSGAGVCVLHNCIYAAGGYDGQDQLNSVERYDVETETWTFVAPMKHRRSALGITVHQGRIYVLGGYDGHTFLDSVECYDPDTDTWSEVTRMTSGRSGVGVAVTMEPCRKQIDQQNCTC
# DAGLB inhibitor: diacylglycerol lipase beta (human) inhibition | AID 504411 | Q8NCG7 | HEK293T DAGLB membrane lysate, EnzChek fluorogenic substrate | actives 0.059% (n = 340,000) | inhibition, % at 5.17 µM; in the data active = inhibition above about 34%;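 note: 0% = enzyme with vehicle and 100% = wells lacking enzyme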
# PKA-R2B act: PKA-R2B complex activation | P22694+P31323 | PKA-R2B holoenzyme dissociation, Cy5-IP20 fluorescence polarization; R2B truncated from residue 108, S112A mutant; 0% DMSO only, 100% 113 µM cGMP | activation, % at 11.4 µM | actives 0.079% (n = 340,000) | AID 504700;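 active = activation above a cutoff set at the mean over all compounds plus 3 SD, cut at about 18% in these data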;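 note: higher means more holoenzyme dissociation and a rise in polarization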
# Target sequence (P31323 whole entry, looked up, other chains not shown, the tested form may be a part): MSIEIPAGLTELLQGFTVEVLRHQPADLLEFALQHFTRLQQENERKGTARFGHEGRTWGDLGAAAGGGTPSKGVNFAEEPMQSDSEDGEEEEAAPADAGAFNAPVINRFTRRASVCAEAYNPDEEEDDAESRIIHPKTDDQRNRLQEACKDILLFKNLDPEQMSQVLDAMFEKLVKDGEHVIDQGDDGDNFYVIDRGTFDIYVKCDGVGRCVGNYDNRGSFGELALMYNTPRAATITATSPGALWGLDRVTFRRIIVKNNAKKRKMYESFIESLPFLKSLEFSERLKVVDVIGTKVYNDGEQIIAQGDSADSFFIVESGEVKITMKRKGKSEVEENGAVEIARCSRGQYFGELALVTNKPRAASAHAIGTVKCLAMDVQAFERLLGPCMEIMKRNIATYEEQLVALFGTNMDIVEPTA
# RTF Ca sens inh: cardiac RTF calcium desensitization; actives 0.12% (n = 340,000); IANBD-labeled cardiac RTF, Ca2+ fluorescence; inhibition, % at 7.15 µM; P19429+P45379;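 active = inhibition above the mean inhibition of all tested compounds plus 3 SD, cut at about 17% in these data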;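 note: assay run at fixed EC70 calcium of 1.6 mM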
# C-LANA FP: blocks KSHV LANA C-terminal domain binding to DNA. actives 0.078% (n = 340,000). inhibition, % at 9 µM. MBP-C-LANA/FAM-LBS DNA binding, fluorescence polarization;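 active = highest replicate inhibition at or above 60% at 9 µM, even if other replicates fall short; inactive = all replicates below 60% inhibition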;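 note: 0% = neutral control wells and 100% = 4 µM acridine orange control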
# CAL PDZ FP-1: human CAL PDZ-peptide interaction inhibition. Q9HD26. purified CAL PDZ, TMR-peptide fluorescence polarization, 1 h. inhibition, % at 20 µM. actives 0.02% (n = 330,000). AID 504414;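 active = highest replicate inhibition of at least 40%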;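 note: plate controls were DMSO neutral control wells for no effect and unlabeled competitor peptide control wells for full effect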
#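 material = purified tagged CAL PDZ domain construct (CerCALP) | buffer or medium = sodium phosphate/NaCl buffer pH 7.4 with TCEP, IgG, Thesit | reagent = TMR-labelled reporter peptide T*-PRC34 bound in PDZ groove | incubation = 1 h room-temperature incubation prior to read | measured by = fluorescence polarization (mP) | evaluation = percent inhibition from loss of millipolarization | control set = unlabelled peptide and DMSO controls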
# cardiac RTF act: cardiac RTF calcium sensitization | P19429+P45379 | AID 493008 | IANBD-labeled TnC RTF fluorescence at EC20 calcium; 0% EC20 calcium, 100% full calcium | activation, % at 7.2 µM | actives 0.24% (n = 340,000);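 active = activation above the mean over all tested compounds plus 3 SD, cut at about 30% in these data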;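 note: rise in fluorescence read as greater calcium sensitivity of cardiac thin filaments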
# CAL PDZ FP-2: CAL PDZ (human) peptide binding inhibition; inhibition, % at 24.9 µM; actives 0.92% (n = 300,000); AID 602252; purified CAL PDZ, TMR-peptide fluorescence polarization, 1 h;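 active = mean inhibition of at least 30% with at least half of replicates also reaching 30%; inconclusive = no clear call, values can overlap the other calls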;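 note: 0% = DMSO neutral control and 100% = excess unlabeled competitor peptide PRC23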
# An asterisk follows results filed as active; u = inconclusive; x = no result given.
SMILES,Rtt109 HAT inh,SR-BI uptake up,Keap1-Nrf2 PPI,DAGLB inhibitor,PKA-R2B act,RTF Ca sens inh,C-LANA FP,CAL PDZ FP-1,cardiac RTF act,CAL PDZ FP-2
O=C(COc1cnc2ccccc2n1)NCCC1=CCCCC1,-2,x,-2,1,-1,-6,0.2,-1.0,1,0
COc1ccc(N=Cc2nc(-c3ccco3)oc2O)cc1,0,-4,-6,13,2,2,3.4,1.5,-4,8
Cn1cccc1-c1nc2ccccc2n1Cc1ccccc1,-3,-2,-4,-3,-6,7,5.2,0.9,-8,-5
O=C(COC(=O)c1cccc(OC(F)F)c1)Nc1ncccn1,-10,2,0,-1,-8,-6,2.0,-0.9,-9,3
COc1cc(/C(C)=N/NC(=O)CSc2nncn2C)ccc1OCc1ccccc1Cl,-13,-11,1,-1,8,-10,-1.5,-0.1,-1,x
COc1ccc(C(=O)NNC2CC(=O)N(Cc3ccc(Cl)cc3)C2=O)cc1OC (centres undefined),1,-26,-2,0,-10,-10,-0.7,-2.4,-3,-4
O=C(Nc1ccnn1C1CCN(CCCC2CCCC2)CC1)c1ccccc1,6,4,-4,2,1,-2,1.1,-0.5,-7,-6
CCOC(=O)c1ccc(-c2ccc3c(c2)CCC3)nc1C,-6,-4,-3,-14,-3,-10,1.6,-0.5,4,-2
O=C(CSc1nnc(-c2ccccc2)o1)NCC1CCCCC1,2,-1,-1,-1,-1,2,0.1,x,-7,-2
OCCNCCCCOc1ccccc1F,-8,4,-4,1,-2,-2,1.2,-2.1,0,-5
CC#C[C@]1(O)CC[C@H]2[C@@H]3CCC4=CC(=O)CCC4=C3[C@@H](c3ccc(N(C)C)cc3)C[C@@]21C,2,7,1,8,-4,8,-1.5,0.9,3,-5
CCS(=O)(=O)c1ncc(Cl)c(C(=O)Nc2ccc(S(=O)(=O)N3CCCC(C)C3)cc2)n1 (centres undefined),8,9,0,4,-5,-13,-0.2,-2.8,2,-3
Cc1ccc(OCc2cc(C(=O)N3CCN(C4CCCC4)CC3)no2)cc1C,-2,8,-1,-2,8,6,-1.1,-1.1,4,0
O=c1ccn(-c2cccc(C(F)(F)F)c2)nc1-c1ccn(-c2ccccc2F)n1,6,16,-3,1,-4,9,-1.8,-2.2,-2,-1
CC(C)N1C2OC(C3OC4C(O3)N(C(C)C)S(=O)(=O)N4C(C)C)OC2N(C(C)C)S1(=O)=O (centres undefined),-5,2,1,-1,7,-4,0.8,-0.9,1,-4
Fc1ccc(CNc2ccc(CNc3ncn[nH]3)cc2)cc1,-10,-7,-4,0,1,-4,0.1,-1.7,7,x
CCCCc1c(O)nc2n(c1=O)CCS2,3,13,-7,0,-2,-13,-1.3,-1.0,3,-1
Cc1ccc(-c2nnc(COC(=O)c3cc(=O)[nH]c4ccccc34)o2)cc1,1,5,-5,-2,7,-9,2.3,-0.9,-3,x
CCOc1ccc(Nc2nc(NCC(=O)O)nc(N)c2[N+](=O)[O-])cc1,7,3,3,1,0,-6,4.1,-2.7,-2,4
CCOC(=O)C1CN(S(=O)(=O)c2ccc(OC)cc2)c2cc(S(=O)(=O)CC)ccc2O1 (centres undefined),3,-9,-8,-1,-2,-6,-0.3,-1.6,0,-8
O=C1CNC(=S)N1c1nc(-c2ccccc2)cs1,-12,2,-3,7,4,-16,-1.2,-1.7,-3,4
O=C(COC(=O)c1cccc(N2C(=O)C3CC=CCC3C2=O)c1)c1ccccc1 (centres undefined),0,-3,-1,-2,-3,-3,-1.3,0.0,-5,-3
Cc1ccccc1N1CCN(C(=O)C2CCCCC2)CC1,28,x,-4,-8,-9,1,0.4,-0.9,-3,2
Cc1cccc(N=C2N=C(N)c3ccccc32)c1,6,x,-1,-2,2,1,-0.6,-0.8,1,-4
COc1cc(CC(=O)OCC(=O)c2ccc(F)cc2)cc(OC)c1OC,4,8,0,-1,-5,2,-0.8,0.4,-3,-6
COc1ccc(C2=NS(=O)(=O)N(C)C(C(=O)NCc3ccc4c(c3)OCO4)=C2)cc1,-8,5,1,-2,-5,-1,0.1,0.0,2,x
Cc1cccc2cc3c(N)c(C(=O)N4CCOCC4)sc3nc12,11,x,-3,3,11,-4,-1.8,-0.4,-4,0
CCC1(C)NC(=O)N(/N=C/c2cc(OC)c(O)c(OC)c2)C1=O (centres undefined),8,8,-9,1,3,-2,-0.8,-0.6,5,2
COc1cccc(C(=O)OCC(=O)c2ccc(Br)s2)c1OC,-8,9,2,-18,-5,1,-0.3,-1.5,-1,-5
COc1ccc(OCC(=O)N2N=C(C(F)F)CC2(O)C(F)F)cc1 (centres undefined),2,8,-4,3,-6,-5,0.0,-1.9,4,-2
COc1ccc(-c2[nH]ncc2CN(C)Cc2cnccn2)c(OC)c1,-2,-13,-6,-3,-5,-1,-1.0,-1.6,2,1
Cc1noc(C)c1CCC(=O)NC1CCCN(Cc2ccc(Cl)cc2)C1 (centres undefined),-9,6,-2,-1,1,-2,0.6,1.0,2,5
OCc1nc2c(ccc3ccccc32)[nH]1,-3,8,-7,0,2,-6,-4.5,-4.1,3,1
COc1ccc(-c2coc3cc(OC)cc(OC)c3c2=O)cc1,-7,-4,-3,-4,-5,1,1.0,-1.7,-2,-6
Cc1ccc(CSc2nnc(CNc3ccc(F)cc3)o2)cc1,4,20,5,0,-6,-5,0.5,-0.6,5,-1
CC(C)(C)c1cc(NC(=O)NN2CCOCC2)nn1-c1c(Cl)cc(Cl)cc1Cl,2,-26,-4,2,9,-2,-0.8,-0.1,-3,-4

# Some of the entries above, set out differently:
mol	Rtt109 HAT inh	SR-BI uptake up	Keap1-Nrf2 PPI	DAGLB inhibitor	PKA-R2B act	RTF Ca sens inh	C-LANA FP	CAL PDZ FP-1	cardiac RTF act	CAL PDZ FP-2
COc1cc(CC(=O)OCC(=O)c2ccc(F)cc2)cc(OC)c1OC	4	8	0	-1	-5	2	-0.8	0.4	-3	-6
Cc1noc(C)c1CCC(=O)NC1CCCN(Cc2ccc(Cl)cc2)C1 (centres undefined)	-9	6	-2	-1	1	-2	0.6	1.0	2	5

# Continuation.
SMILES,Rtt109 HAT inh,SR-BI uptake up,Keap1-Nrf2 PPI,DAGLB inhibitor,PKA-R2B act,RTF Ca sens inh,C-LANA FP,CAL PDZ FP-1,cardiac RTF act,CAL PDZ FP-2
COc1cccc(C(=O)NNC(=O)c2ccccc2Br)c1,2,15,-1,4,3,-9,1.5,-2.8,1,x
CCCCn1c(-c2ccc([N+](=O)[O-])cc2)n[nH]c1=S,29,x,-3,2,12,5,0.0,-0.1,-3,-4
Cc1cc(=O)oc2cc(NC(=O)Cc3ccccc3[N+](=O)[O-])ccc12,-3,22,-6,0,3,2,-0.6,-1.1,-4,-2
Cc1cc(C)nc(N2CCC(C(=O)NCc3ccco3)CC2)n1,0,18,-1,0,-3,-2,0.0,-0.5,2,5
Cc1cc(C(=O)CSc2ccc(Cl)cc2)cc(C)c1OC(=S)N(C)C,0,-16,-6,-11,-5,-7,-1.6,-0.4,5,-3
CN(C)c1nc(NCc2ccccc2)nc(SCC(=O)Nc2ccccc2)n1,-1,-12,2,-6,-17,-2,-1.3,-3.2,1,-1
COC(=O)C1(C)Nc2ccccc2C(=O)N1c1ccccc1OC (centres undefined),2,18,0,-1,12,-3,1.1,0.3,5,-3
Cc1cc(C)n2nc(C(=O)OCC(=O)Nc3ccc4c(c3)OCO4)nc2n1,2,14,-3,1,-4,1,-0.2,x,10,-1
CCOc1ccc(S(=O)(=O)NCCC(=O)NCC(c2cccs2)N(C)C)cc1 (centres undefined),0,32,-4,3,-4,-15,0.4,-2.1,-2,x
Cc1cc(C)c(C)c(S(=O)(=O)N2CCC(C(=O)N3CCN(c4ccc(F)cc4)CC3)CC2)c1C,9,-63,-2,-2,-10,1,-0.1,-1.2,-1,x
Cn1c(=O)[nH]c(=O)c2c1nc(SCC(N)=O)n2Cc1cccc(Br)c1,0,-2,-2,0,5,0,-2.2,-1.5,11,-1
COc1ccc(NC(=O)NC2CCCc3ccccc32)cc1OC (centres undefined),-1,-61,0,-1,-3,3,-0.9,-2.7,-1,-7
CCOC(=O)Cc1nnc(NC(=O)c2ccco2)s1,7,-3,-3,0,-3,-2,0.9,-0.3,1,-3
O=C(NCCc1ccccc1)C1CCC(=O)N1CCc1ccccc1 (centres undefined),-2,-15,4,-1,12,-5,-2.2,0.0,-2,0
CCOP(=O)(OCC)c1nc(-c2cccc3ccccc23)oc1NCc1ccc(OC)cc1,-55,-17,-3,1,5,-7,-2.3,0.8,1,2
O=C(c1ccc2c(c1)OCO2)N1CCCC(c2ccccc2)C1 (centres undefined),-10,36,-1,-8,0,2,-0.5,-3.3,3,-4
COc1ccc(NC(=O)c2cccc(OC(F)F)c2)cc1Cl,1,-54,0,-4,-2,-14,1.7,-2.9,-1,x
O=C(CNC(=O)c1ccc(Br)cc1)N/N=C/c1cccnc1,-2,10,6,2,8,-7,0.6,-3.4,-3,1
O=C(c1ccc(C(F)(F)F)cc1)N1CCC(=O)N(C(COCc2ccccc2)Cc2ccccc2)CC1 (centres undefined),7,0,7,-13,-12,-14,6.6,0.1,-8,-1
Cc1cccc(N(CC(=O)NC2CCCCC2)C(=O)c2csnn2)c1,-3,x,-4,0,5,-13,-1.7,-2.7,0,-1
Cc1ccc(N=C2SCCCN2C(=O)c2cccc(N3C(=O)CCC3=O)c2)cc1Cl,-2,-32,-3,-1,3,-10,-1.3,-3.6,0,-6
Fc1ccc2cnc(-c3ccccc3F)cc2c1,1,-22,-7,-7,-7,-9,-0.3,0.3,-1,0
Cc1ccccc1C(=O)N1CCC(C(=O)N(C)CC(=O)Nc2cccc(F)c2)CC1,-5,11,-6,1,-8,-5,-1.5,-3.9,1,-5
Cc1cc(C)cc(C(=O)NC(=S)Nc2ccc(Cc3ccncc3)cc2)c1,0,-22,7,-4,6,-4,-2.5,0.3,0,2
CC(C)(C)CC(=O)N1CCN(c2ccc(S(=O)(=O)N3CCOCC3)cc2[N+](=O)[O-])CC1,2,-1,1,1,-1,-3,-0.8,-0.4,2,x
O=C(Nc1ccc(OC(F)F)cc1)c1cc(S(=O)(=O)N2CCOCC2)ccc1F,-1,-22,-3,-1,16,-5,2.8,-2.1,3,-3
OC1(c2nc3ccccc3[nH]2)CCCCC1,u,13,-2,-2,-1,0,0.9,-0.3,-3,-5

# Random draw from the library, and some 1.6% of all compounds hit somewhere here.
